Granule exo inh – blocks lytic granule exocytosis; inhibition, % at 10 µM; TALL-104 LAMP-1 surface exposure, flow cytometry; cells stimulated with thapsigargin and PMA; hit rate 0.66% among 360,000; AID 651702;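 active = inhibition above about 55%, limit read from the data; inconclusive = no clear call, values can overlap the other calls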
PDI inh – inhibitors of human protein disulfide isomerase. inhibition, % at 10 µM. P07237. PDI insulin aggregation turbidity, A650, 90 min. AID 588391. hit rate 0.052% among 350,000;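 active = mean inhibition across replicates of 30% or more, whatever share of single replicates reach that level; inconclusive = mean inhibition below 30% while every single replicate reaches 30%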;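 also: absorbance from insulin aggregation driven by PDI reduction with DTT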
Target sequence (P07237 whole entry, looked up): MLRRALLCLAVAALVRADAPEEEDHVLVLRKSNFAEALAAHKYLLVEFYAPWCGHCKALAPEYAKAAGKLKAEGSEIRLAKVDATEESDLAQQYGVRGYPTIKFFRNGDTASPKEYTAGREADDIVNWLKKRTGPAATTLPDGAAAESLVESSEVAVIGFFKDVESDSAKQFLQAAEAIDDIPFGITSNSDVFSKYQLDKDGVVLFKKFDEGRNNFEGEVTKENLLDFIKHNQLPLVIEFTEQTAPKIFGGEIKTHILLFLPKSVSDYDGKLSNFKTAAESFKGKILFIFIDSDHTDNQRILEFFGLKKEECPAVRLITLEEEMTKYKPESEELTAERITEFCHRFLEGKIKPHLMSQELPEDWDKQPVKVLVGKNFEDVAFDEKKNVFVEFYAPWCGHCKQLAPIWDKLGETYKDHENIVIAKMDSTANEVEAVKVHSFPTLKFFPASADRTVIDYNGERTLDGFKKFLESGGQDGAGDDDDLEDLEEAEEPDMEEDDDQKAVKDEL
CaV13 FRET inh – Primary screen for inhibitors of IQ motif and Ca2+-dependent inactivation inhibitor domain binding in CACNA1D, Förster resonance energy transfer in living cells, …. HEK cells, CFP/YFP FRET ICDI-IQ, plate reader, 10 min; percent FRET-ratio fall versus neutral wells. inhibition, % at 12.3 µM. hit rate 0.098% among 340,000;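 active = mean replicate inhibition of at least 30% and at least 1% of replicates passing that level; inconclusive = only one of the two criteria is met; inactive = neither criterion is met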;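 also: 0% = median of the neutral control wells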
N-glyco inh – blocks N-linked glycosylation in D54 reporter cells; D54 ERlucT glycosylation luciferase reporter, 24 h; percent of 100 nM tunicamycin response; reporter increase, % at 12.5 µM; hit rate 0.23% among 360,000; AID 588692;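 active = mean luciferase reporter signal, scaled so untreated is 0 and the glycosylation-blocking control 100, at or above a set limit in every replicate; inconclusive = mean reaches the limit but not every replicate does; inactive = mean below the limit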;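 also: luciferase carries N-glycosylation sites so blocking glycosylation raises the light; 0% = median of neutral control wells and 100% = median of 100 nM tunicamycin wells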
m5-HT2A agonist – activates the mouse 5-HT2A serotonin receptor; P35363; CHO-K1 mHTR2A beta-arrestin complementation, luminescence; percent of 30 µM serotonin response; activation, % at 7.6 µM; hit rate 0.66% among 360,000; AID 624169;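 active = activation above a run cutoff, the mean activation of all tested compounds plus 3 SD, cut at about 14% in these data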;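 also: 0% = plate median of compound wells and 100% = 30 µM serotonin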
Target sequence (P35363 whole entry, looked up): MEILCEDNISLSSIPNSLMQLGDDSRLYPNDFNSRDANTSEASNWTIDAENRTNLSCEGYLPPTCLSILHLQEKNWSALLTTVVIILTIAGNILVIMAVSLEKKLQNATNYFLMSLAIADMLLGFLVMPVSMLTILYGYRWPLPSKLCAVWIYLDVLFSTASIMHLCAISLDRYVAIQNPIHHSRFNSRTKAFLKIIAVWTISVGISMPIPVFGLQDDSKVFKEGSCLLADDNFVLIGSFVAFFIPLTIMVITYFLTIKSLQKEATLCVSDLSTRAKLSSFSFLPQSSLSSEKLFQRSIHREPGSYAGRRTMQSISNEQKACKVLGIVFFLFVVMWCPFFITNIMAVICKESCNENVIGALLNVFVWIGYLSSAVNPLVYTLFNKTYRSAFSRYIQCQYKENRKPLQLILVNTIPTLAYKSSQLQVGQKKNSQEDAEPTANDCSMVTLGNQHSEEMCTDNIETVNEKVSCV
ABHD5-PLIN5 inh – blocks binding of human ABHD5 to perilipin-5; Q00G26+Q8WTS1; Split G. princeps luciferase complementation, luminescence, 4 h; inhibition, % at 4 µM; hit rate 0.78% among 360,000; AID 602281;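 active = inhibition above the mean inhibition across every tested compound plus 3 SD, cut at about 22% in these data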;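 also: 0% = DMSO only wells and the 100% control is not disclosed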
MC4R antag cAMP – antagonists of human melanocortin 4 receptor (MC4R) | P32245 | MC4R-expressing cells, MTII-stimulated cAMP, LANCE TR-FRET | inhibition, % at 6.5 µM | hit rate 0.48% among 360,000 | AID 540295;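 active = inhibition above its plate's cutoff, the mean of tested wells on that plate plus 3 SD, cut at about 29% in these data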;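 also: 0% = Melanotan II alone and 100% = Melanotan II plus saturating MCL0020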
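Material: U2OS-MC4R stable cell line | Reagent: Melanotan II challenge after compound preincubation | Doses: One concentration, 6.5 µM nominal | Incubation: 30-min compound preincubation, 1-h Melanotan II challenge, 1-h detection, room temperature | Signal: TR-FRET cAMP assay | Replicates: One well per compound, no replicates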
ABCB6 inh 2 – human ABCB6 transporter inhibition; fluorescence ratio to DMSO, % at 10 µM; Q9NP58; K562-ABCB6 porphyrin accumulation, flow cytometry, 1 h; stronger effect = lower value; hit rate 0.19% among 360,000;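 active = fluorescence ratio to DMSO below 75%, the collection mean minus 3 SD; inconclusive = too few cells collected in the well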;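 also: signal is porphyrin accumulated inside mitochondria; 100% equals median channel fluorescence of DMSO control wells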
Cardio protect – modulators protecting cardiomyocytes from myocardial damage; H9c2 cardiomyocytes, H2O2 injury protection, ATPLite, 2 h; AID 588492; protection from H2O2 cell death, % at 20 µM; hit rate 0.63% among 360,000;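 active = compounds giving at least 50% protection of heart cells from peroxide-induced death in the single-dose screen, raw or plate-pattern-corrected value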;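 also: 0% = DMSO wells with peroxide and 100% = DMSO wells without peroxide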
MC4R ag barr – human MC4R agonism via beta-arrestin | P32245 | U2OS MC4R beta-arrestin complementation, luminescence; percent of melanotan II response, DMSO zero | activation, % at 8.9 µM | hit rate 0.98% among 360,000 | AID 540308;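 active = activation above a per-plate cutoff, the mean activation of sample wells on that plate plus 3 SD, cut at about 8% in these data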
Starred values were filed as active, the others as inactive; ? = inconclusive; . = not tested or not shown.

# | SMILES | PDI inh | N-glyco inh | m5-HT2A agonist | MC4R ag barr | MC4R antag cAMP | CaV13 FRET inh | Granule exo inh | ABHD5-PLIN5 inh | Cardio protect | ABCB6 inh 2
1 | COc1ccc2[nH]c(C(=O)N/N=C/c3cc(OC)c(OC)c(OC)c3)cc2c1 | 0 | 16 | -1 | -0.1 | 17 | -4 | 4 | -7 | 46 | 101
2 | COc1cc(NC(=O)CC2NCCNC2=O)cc(OC)c1 (centres undefined) | -7 | 2 | 8 | -0.8 | 10 | -4 | -2 | 1 | 3 | 105
3 | COc1ccc(C)cc1NC(=O)CCS(=O)(=O)c1ccc2c(c1)oc(=O)n2C | -3 | -1 | 3 | -3.4 | -2 | -2 | 0 | -6 | 2 | 100
4 | Cc1ccc(C(=O)NCC(=O)N2CCc3ccccc3C2)cc1C | -1 | -1 | 2 | -1.7 | 7 | -18 | 16 | 8 | -8 | 88
5 | O=C(C1CC1)N1CCc2cc(Br)cc(S(=O)(=O)NCCN3CCOCC3)c21 | -2 | 3 | 0 | -2.2 | 5 | -4 | -3 | -1 | -2 | 98
6 | COc1cc2c(cc1OC)CN(CC(=O)Nc1cccc(C)c1)CC2 | 22 | -1 | -3 | -2.2 | 1 | -5 | -1 | 5 | -4 | 95
7 | OC(CNCc1ccccn1)c1ccccc1 (centres undefined) | 3 | 4 | 4 | -1.7 | 13 | -15 | -6 | -2 | 9 | 98
8 | Cc1ccnc(SCC(=O)Nc2cc(C)on2)n1 | -1 | 2 | 1 | 0.6 | -4 | -5 | -2 | -6 | 2 | 100
9 | CCOC(=O)c1sc(NC(=O)CN2CCCC2)c(C(=O)OCC)c1C | 0 | -2 | 2 | -0.8 | 17 | -7 | 21 | 2 | -14 | 90
10 | CCC(C)[C@H](NC(=O)[C@@H]1CSC2c3ccccc3C(=O)N21)C(=O)NCC1CCCO1 (some centres undefined) | -6 | 1 | 12 | -2.4 | 9 | -13 | 3 | -10 | 6 | 101
11 | CS(=O)(=O)c1ccc(NS(=O)(=O)c2ccc(Cl)c(C(=O)NCc3ccco3)c2)cc1 | 8 | 4 | 19* | -0.1 | 5 | -13 | 2 | 18 | -1 | 99
12 | S=C(Nc1ccc(Br)cc1)N1CCCC1 | 5 | -2 | 3 | -0.6 | 19 | -5 | -2 | 0 | -3 | 102
13 | Cc1ccc(C(=O)N(C)Cc2ccccc2)cc1S(=O)(=O)N1CCOCC1 | 6 | 0 | 1 | -2.5 | -4 | -6 | 0 | 1 | 0 | 99
14 | Cn1cc(S(=O)(=O)N2CCN(c3cccc(Cl)c3)CC2)c(=O)n(C)c1=O | -2 | 1 | 0 | -0.9 | 14 | -5 | -9 | 0 | 9 | 96
15 | CCCc1ccc(OCC(=O)NNC(=S)NC(=O)c2ccco2)cc1 | -7 | 1 | 4 | -3.0 | -2 | -2 | -2 | -2 | 46 | 100
16 | CC(NC(=O)C1CCN(S(=O)(=O)c2ccc(Br)s2)CC1)c1ccccc1 (centres undefined) | 6 | -2 | 4 | 0.0 | 0 | -7 | 66* | 4 | -4 | 102
17 | Cc1ccc(-n2c(CC#N)n[nH]c2=S)c(C)c1 | 9 | 2 | 0 | -1.7 | 5 | -18 | 0 | 8 | -2 | ?
18 | Cn1c(=O)c2c(nc(Br)n2CCCc2ccccc2)n(C)c1=O | 6 | 0 | -1 | -0.9 | 1 | -1 | -2 | 0 | -7 | 95
19 | C/C(=C\c1ccccc1)C(=O)Nc1cc(C)on1 | 1 | 1 | -2 | -1.4 | 4 | -5 | 1 | 1 | -13 | 98
20 | CCn1nc(C)c(NS(=O)(=O)c2ccc(C)cc2)c1C | -2 | 1 | 1 | -2.0 | 18 | -5 | 0 | 5 | -9 | 93
21 | COc1ccccc1C(=O)NCCC(=O)NC1CCCC(C)C1C (centres undefined) | 3 | 2 | 4 | -3.3 | -9 | -5 | -2 | 4 | 1 | 101
22 | COc1ccc2[nH]c(=O)c(CN(C(=O)c3cccnc3)c3ccc(C)cc3C)cc2c1 | -2 | -2 | 14 | -2.3 | 7 | -6 | 6 | -2 | 30 | 91
23 | CCOc1ccc2nc(N(CCN(C)C)C(=O)c3ccc4ccccc4c3)sc2c1 | 10 | -2 | -10 | -0.9 | -1 | -2 | -3 | -3 | 15 | 103
24 | CC1(C)O[C@@H]2CC3C4C[C@H](F)C5=CC(=O)C=CC5(C)C4C(O)CC3(C)[C@]2(C(=O)CO)O1 (some centres undefined) | -5 | 8 | -4 | -0.1 | 8 | -5 | -2 | -1 | -10 | 105
25 | CCC(=O)Nc1ccc(NC(=O)CSc2nnnn2CC)cc1C | -7 | 1 | 2 | 3.1 | 4 | . | -2 | -3 | 7 | 94
26 | Cc1ccc(S(=O)(=O)NC(=O)C2(C)CCN2C(=O)c2ccc(C(F)(F)F)nc2C)cc1 (centres undefined) | 19 | 0 | 1 | -2.2 | -1 | -12 | -1 | 5 | -3 | 103
27 | CC(=O)N1CCCN(Cc2nc(C3(c4ccc(C)cc4)CCCC3)no2)CC1 | 3 | 1 | 3 | 2.2 | -4 | 9 | -5 | 8 | 4 | 104
28 | O=C(c1ccc(Cl)cc1)N1CCc2ccccc21 | 14 | 1 | 0 | -0.5 | -4 | -2 | -14 | 1 | -7 | 89
29 | O=C(/C=C\c1ccccc1)NCC(=O)N/N=C/c1ccc(O)cc1O | 3 | 1 | 5 | -1.4 | 4 | . | -1 | 0 | 66* | 100
30 | COCCNC(=O)CN(Cc1ccc(F)cc1)C(=O)CCC(=O)Nc1nccs1 | -3 | 0 | 4 | 0.8 | 6 | -3 | 7 | -4 | 5 | 105
31 | Cc1noc(C)c1CCC(=O)NC1CCCN(Cc2ccc(CC(C)C)cc2)C1 (centres undefined) | -4 | -1 | -5 | -2.1 | 7 | -5 | 0 | 2 | -5 | 96
32 | O=C(Cn1cnc2c(cnn2-c2ccccc2)c1=O)NC1CCCC1 | -3 | 0 | -5 | 0.2 | 10 | -6 | 2 | 3 | 4 | 100
33 | COC(=O)CNC(=O)CNC(=O)Nc1ccccc1Cl | 1 | 3 | 0 | -1.5 | 10 | -8 | 1 | -4 | 0 | 100
34 | Cc1coc(NC(=O)CSc2nc(-c3ccncc3)cc(C(F)(F)F)c2C#N)n1 | 14 | -1 | 0 | -2.6 | -5 | -9 | -3 | -2 | 30 | 101
35 | COCCOC(=O)C1=C(C)NC(=S)NC1/C=C/c1ccccc1 (centres undefined) | 2 | 1 | 0 | -1.2 | 9 | -5 | 1 | -6 | 10 | 97
36 | CCOC(=O)c1c(-c2ccccc2)oc2cc(Br)c(O)cc12 | 36* | 1 | 12 | 4.8 | 6 | -7 | -8 | -9 | -17 | 99
37 | COc1cccc(CN2CCNC(=O)C2CC(=O)N(Cc2cnn(C)c2)C(C)C)c1 (centres undefined) | -1 | 2 | 7 | 1.9 | 19 | 2 | -4 | -1 | 8 | 102
38 | Cc1ccc(C(=O)O/N=C2/CC3CCC2(C)[C@@]3(C)CBr)cc1 (some centres undefined) | 10 | 1 | 2 | 0.3 | 2 | -1 | -15 | -1 | 5 | 102
39 | C=CCNC(=O)CSc1nnc(-c2cccs2)o1 | -3 | 4 | 5 | -0.8 | 7 | -2 | 0 | 0 | 4 | 100
40 | Cc1ccc2cc(CN(C)S(C)(=O)=O)c(=O)[nH]c2c1 | 13 | 2 | -1 | -0.5 | 0 | -4 | 0 | 4 | -4 | 102
41 | N=c1sccn1CC(=O)Nc1cc(Cl)ccc1Oc1ccccc1 | 4 | 1 | -4 | -0.8 | 1 | . | -1 | 13 | 12 | 91
42 | Cc1ccc(-n2c(O)c(C=Nc3ccccc3-c3n[nH]c(=S)[nH]c3=O)c3ccccc3c2=O)c(C)c1 | -1 | -2 | -3 | 2.1 | 19 | -4 | 8 | 4 | -6 | 97
43 | O=C(Nc1cccc(C(F)(F)F)c1)C1Cc2c(-c3ccc(Cl)cc3)ccnc2O1 (centres undefined) | 1 | -2 | 3 | 1.9 | 10 | -5 | 4 | -5 | -15 | 97
44 | O=C(Nc1ccc(-c2ccco2)cc1)C1CCCN(Cc2ccco2)C1 (centres undefined) | 13 | 1 | -9 | -1.1 | 0 | 37* | -8 | 8 | 14 | 79
45 | Cc1cc(Nc2ccccc2N2CCOCC2)n2ncnc2n1 | -1 | 2 | 3 | -1.1 | -3 | -6 | 1 | 1 | -4 | 100
46 | Cc1ccc(S(=O)(=O)N2CCOCC2)cc1NC(=O)CSc1cccc[n+]1[O-] | -3 | 0 | -1 | -2.6 | 10 | -3 | -4 | -1 | 8 | 104
47 | S=C(NCc1ccccc1)N1CCn2cccc2C1c1ccncc1 (centres undefined) | 0 | 3 | -4 | -3.2 | 5 | -8 | 1 | -2 | 5 | 86
48 | Cc1ccc(SCCCn2cncn2)cc1 | -4 | 1 | 0 | 1.0 | -3 | -4 | 1 | -4 | 0 | 104
49 | Cc1c(NC(=O)C(C)Oc2ccc(Br)cc2Cl)c(=O)n(-c2ccccc2)n1C (centres undefined) | -3 | 3 | -1 | -2.2 | 5 | -6 | 4 | -9 | -3 | 99
50 | CN(C)c1ccc(C=C2C(=O)OC(C)(C)OC2=O)cc1 | 6 | 0 | 1 | 2.5 | 20 | -4 | 1 | 0 | 0 | 102
51 | COc1ccc(/C=C2/SC(=O)N(CCC(=O)Nc3ccccc3)C2=O)cc1OC | 5 | -5 | 5 | 0.0 | 10 | -4 | 0 | -8 | -10 | 97
52 | COC(=O)/C=C1/S/C(=N/NC(=O)c2ccc(Cl)cc2Cl)NC1=O | 20 | -1 | 0 | 1.1 | 4 | -3 | 4 | 14 | 8 | 95
53 | COc1cc(/C=C2/SC(=S)N(CCC(=O)Nc3ccccc3)C2=O)cc(OC)c1OC | 4 | -8 | -2 | -4.1 | 19 | -4 | 19 | -2 | 4 | 96
54 | COc1ccc(C2CC(=O)C(CS(=O)(=O)c3ccccc3)C(=O)C2)cc1 (centres undefined) | 11 | 0 | 2 | -1.4 | 8 | -6 | 1 | 42* | 5 | 101
55 | CC1=C(C(=O)N(C)C)CC(CC(=O)NCc2cccc3ccccc23)C(=O)N1Cc1ccc(C(C)(C)C)cc1 (centres undefined) | . | 1 | 1 | . | . | -6 | -2 | 7 | -5 | 96
56 | CC(C)c1ccc(OCc2ccc(C(=O)N(C)C)o2)cc1 | -2 | 0 | -4 | -1.1 | -2 | -19 | 9 | -1 | -3 | 100

Screens from PubChem.
